High-throughput results from PubChem.
Jurkat NFkB inh – lowers PMA/ionomycin-induced NF-kB signal in Jurkat cells | 0.53% of 330,000 active | PMA/ionomycin-induced NF-kB luciferase reporter, luminescence | inhibition, % at 4 µM | AID 435003; in the data active means inhibition above about 50%
XBP1 UPR activ – adaptive UPR (XBP1) activation; CHO-XBP1 luciferase reporter, IRE1-XBP1 UPR activation, luminescence; percent of tunicamycin response, DMSO as zero; activation, % at 20 µM; 0.33% of 330,000 active;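 active means versus positive control, 20 µM dose yields 30% or more activation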;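 further: 100% = tunicamycin at 10 µg/mL and 0% = DMSO only wells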
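Material: CHO cell line with stable XBP1 luciferase reporter; schedule: 16-18 h cell attachment at 37 °C, then 6 h compound exposure; signal: glow luminescence from Steady-Glo reagent; medium: serum-containing F12 medium, 10% FBS; benchmarks: tunicamycin 10 µg/mL and vehicle-only wells; read-out: percent activation relative to tunicamycin reference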
CCR6 antag – blocks CCL20-driven beta-arrestin recruitment at human CCR6; CHO-K1 CCR6 PathHunter beta-arrestin, luminescence, CCL20-stimulated; 0.49% of 340,000 active; P51684; inhibition, % at 20 µM; AID 493098;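 active means compounds whose inhibition of the agonist-driven luminescence signal at 20 µM reaches about 50%, limit read from the data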;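 further: cells stimulated with CCL20 at 14 nM final; plate controls were DMSO with CCL20 for no effect and DMSO without agonist for full effect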
Target sequence (P51684 whole entry, looked up): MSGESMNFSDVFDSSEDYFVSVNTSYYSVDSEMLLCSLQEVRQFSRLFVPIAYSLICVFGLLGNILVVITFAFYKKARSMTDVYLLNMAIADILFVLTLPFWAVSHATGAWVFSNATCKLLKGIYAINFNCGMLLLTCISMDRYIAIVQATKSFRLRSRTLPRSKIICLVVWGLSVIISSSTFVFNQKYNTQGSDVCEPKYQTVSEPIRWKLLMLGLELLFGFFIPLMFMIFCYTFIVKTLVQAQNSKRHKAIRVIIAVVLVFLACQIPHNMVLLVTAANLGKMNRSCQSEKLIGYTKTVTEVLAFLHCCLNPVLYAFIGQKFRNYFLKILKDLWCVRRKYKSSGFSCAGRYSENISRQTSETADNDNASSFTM
EBI2 antag – blocks human EBI2 receptor beta-arrestin signaling | P32249 | EBI2 beta-arrestin recruitment, luminescence, 7a,25-OHC stimulated | inhibition, % at 5 µM | 0.81% of 360,000 active; in the data active means inhibition above about 38%;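 further: enzyme fragment complementation signal reports receptor beta-arrestin coupling in cells; 0% = agonist plus DMSO wells and 100% = wells without agonist; some results beyond the cut were filed as inactive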
Target sequence (P32249 whole entry, looked up, the tested form may be a part): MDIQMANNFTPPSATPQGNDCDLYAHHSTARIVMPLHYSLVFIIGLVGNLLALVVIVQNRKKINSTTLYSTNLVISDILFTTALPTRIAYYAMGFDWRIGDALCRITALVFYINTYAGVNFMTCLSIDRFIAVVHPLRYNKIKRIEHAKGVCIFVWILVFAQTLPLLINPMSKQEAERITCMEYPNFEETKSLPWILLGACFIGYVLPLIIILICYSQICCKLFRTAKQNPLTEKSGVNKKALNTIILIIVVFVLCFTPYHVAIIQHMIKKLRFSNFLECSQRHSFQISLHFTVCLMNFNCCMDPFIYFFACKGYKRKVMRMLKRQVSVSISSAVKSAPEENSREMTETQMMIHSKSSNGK
CHOP UPR activ – activators of apoptotic arm of unfolded protein response (CHOP). CHO-CHOP luciferase reporter, UPR activation, luminescence; percent of tunicamycin response over DMSO baseline. activation, % at 10 µM. 0.34% of 330,000 active;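 active means at 10 µM dose, activation of 40% or more, normalized to positive control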;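 further: 100% = tunicamycin at 10 µg/mL and 0% = DMSO alone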
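Assay system: CHO-CHOP cells, stable luciferase reporter of PERK-eIF2a-CHOP signalling / Buffer or medium: F12 plus 10% serum / Compound dosing: one dose, 10 µM in 0.5% DMSO / Times: 6 h compound treatment, 37 °C / Technique: luciferase luminescence / Read-out: % reporter activation, DMSO baseline versus tunicamycin full activation / Benchmarks: tunicamycin and DMSO controls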
697 NFkB inh – lowers PMA/ionomycin-induced NF-kB signal in 697 B cells | 0.33% of 330,000 active | 697 B-cell NF-kB luciferase reporter, 16 h | inhibition, % at 4 µM; in the data active means inhibition above about 35%
CXCR6 inh – inhibitors of human CXCR6 receptor. O00574. CHO-K1 PathHunter CXCR6 beta-arrestin, luminescence. inhibition, % at 20 µM. 0.36% of 360,000 active; in the data active means inhibition above about 34%, passing the limit was not always enough;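 further: antagonist mode with CXCL16 agonist at 10 nM final; 0% = 10 nM CXCL16 with DMSO and 100% = unstimulated wells without agonist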
Target sequence (O00574 whole entry, looked up): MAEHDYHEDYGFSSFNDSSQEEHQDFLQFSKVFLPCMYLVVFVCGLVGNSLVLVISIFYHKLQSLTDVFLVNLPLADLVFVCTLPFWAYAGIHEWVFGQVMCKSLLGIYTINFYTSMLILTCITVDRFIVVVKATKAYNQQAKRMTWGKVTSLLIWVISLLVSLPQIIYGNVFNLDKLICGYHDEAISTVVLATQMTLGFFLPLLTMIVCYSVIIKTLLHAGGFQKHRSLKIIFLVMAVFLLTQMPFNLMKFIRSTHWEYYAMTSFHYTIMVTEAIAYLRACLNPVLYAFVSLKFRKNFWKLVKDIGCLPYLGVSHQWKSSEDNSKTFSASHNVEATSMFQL
Gli-Sufu antag – blocks Gli-Sufu signaling in a luciferase reporter; Sufu-KO-LIGHT fibroblasts, Gli luciferase reporter luminescence; inhibition, % at 5 µM; 0.74% of 340,000 active; AID 588413;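 active means inhibition above about 55%, limit read from the data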;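 further: 0% = DMSO-treated cells and 100% = wells with medium but no cells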
Mdm2 MdmX PPI – disrupts the human Mdm2-MdmX interaction; inhibition, % at 8 µM; O15151+Q00987; SaOS-2 split-luciferase Mdm2/MdmX complementation, luminescence; 3% of 330,000 active;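 active means inhibition of at least 50% at 8 µM in the primary screen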
* = called active by the depositor; nt = no result given.

entry | Compound | CHOP UPR activ | 697 NFkB inh | EBI2 antag | Jurkat NFkB inh | XBP1 UPR activ | Mdm2 MdmX PPI | CXCR6 inh | CCR6 antag | Gli-Sufu antag
1 | CCC1(C)SC(N)=NN1C(C)=O (configuration not stated) | 3.0 | 0 | 0 | 0 | 2 | 8 | 6 | 9 | -2
2 | CCOC(=O)c1c(C)[nH]c(C(=O)/C(C#N)=C/c2ccc(OC(F)F)c(OC)c2)c1C | 2.1 | -3 | 8 | 0 | -6 | 21 | -2 | -8 | -9
3 | COC(=O)c1cc(OC)c(OC)cc1NC(=O)c1cc(OC)cc(OC)c1 | 0.2 | 12 | 10 | -10 | 0 | 32 | 1 | 14 | 12
4 | CCN(Cc1ccccc1)C(=O)CCc1nnc(CCCc2ccccc2)o1 | 2.9 | -7 | 5 | -29 | 1 | -63 | 2 | 21 | -1
5 | CCCCNC(=O)c1cn(CC)c2cc(N3CCN(C(=O)c4ccco4)CC3)c(F)cc2c1=O | -0.6 | -3 | 12 | -14 | -4 | 42 | -3 | 3 | 17
6 | O=C(Cc1ccccc1)N1CCN=C1SCc1ccc([N+](=O)[O-])cc1 | 0.6 | -2 | 10 | 18 | -3 | -2 | 1 | 12 | 2
7 | Cc1cc(C(=O)O)c(C)n1-c1ccccc1 | -0.5 | 6 | -3 | 10 | -2 | 8 | 1 | -12 | -2
8 | COC(=O)COc1ccc(S(=O)(=O)Nc2ccc3c(c2)OCO3)cc1 | 0.1 | 4 | -11 | -6 | 1 | 14 | -6 | -8 | 0
9 | CC(C)C(C)NC(=O)COn1nnc2ccc(S(=O)(=O)N3CCOCC3)cc21 (configuration not stated) | 1.5 | 10 | -4 | -7 | 0 | -6 | -7 | -2 | 1
10 | O=C1CCCC2=C1C(c1ccccc1)C1C(=O)c3ccccc3C1=N2 (configuration not stated) | -1.3 | 15 | -6 | 0 | -2 | 7 | 27 | 28 | -3
11 | COc1ccc(/C=N/NC(=O)c2ccc(COc3ccccc3Cl)o2)cc1 | 1.6 | 29 | -1 | -12 | 0 | 17 | -6 | -9 | -29
12 | CC(C)C(=O)NN(C(=O)c1ccccc1)c1ccccc1 | -2.6 | 3 | -19 | 1 | -1 | 22 | -3 | 8 | 1
13 | Cc1ccccc1Cn1nc(C)c(NC(=O)c2cc(CC(C)C)on2)c1C | 0.1 | -22 | -2 | 2 | 4 | 9 | 1 | -1 | -7
14 | c1ccc(-c2nc(NCc3cccnc3)c3ccccc3n2)cc1 | -0.3 | -6 | 16 | -1 | 1 | 33 | -2 | 1 | 10
15 | Cc1ccc(C(=O)N/C(=C\c2ccc(-c3cc(Cl)ccc3Cl)o2)C(=O)NCc2cccnc2)cc1 | 1.2 | 26 | 3 | 20 | 4 | 14 | 8 | -1 | -2
16 | CCN1CCN(CCC(=O)Nc2cc(C)ccc2C)CC1 | 0.7 | 10 | -7 | -1 | -6 | 8 | 1 | -5 | 1
17 | CC(=O)Oc1ccc2c(c1)c(C(C)=O)c(C)n2C | -0.5 | 13 | -8 | 12 | -1 | 9 | 0 | -20 | 1
18 | Cc1cc(C)nc(SCC(=O)Nc2ncc(Cc3ccc(Cl)c(Cl)c3)s2)n1 | -0.9 | -22 | 9 | 23 | 4 | 52* | 0 | -12 | 10
19 | CC(=O)Nc1cc(NC(C)=O)cc(C(=O)OC(C)C(=O)Nc2ccc(S(=O)(=O)N3CCCC3)cc2)c1 (configuration not stated) | 0.1 | 24 | 7 | 8 | -4 | 29 | -1 | 12 | -2
20 | COc1ccc(C(CNC(=O)c2oc3ccc(Cl)cc3c2C)N2CCCCC2)cc1 (configuration not stated) | 3.7 | 3 | 6 | -2 | -4 | 34 | 13 | 18 | 19
21 | CC(C)(C)NNC(=S)Nc1cccc(C(F)(F)F)c1 | -0.5 | -7 | -10 | -19 | -2 | 12 | 0 | 15 | -3
22 | CCOC(=O)c1c(-c2cccc(C)c2)csc1NC(=O)C1CC=CCC1C(=O)O (configuration not stated) | -1.1 | 1 | -1 | -9 | 0 | 3 | 3 | 3 | 7
23 | OCCN=C1CCCc2c1[nH]c1ccc(Cl)cc21 | -1.1 | -7 | -8 | 11 | 4 | 37 | -3 | -6 | -12
24 | Cc1cc(F)ccc1NC(=O)C1CSC2(C)CCC(=O)N12 (configuration not stated) | 1.5 | 18 | -4 | 5 | 0 | 40 | 0 | -6 | 7
25 | COc1cccc2cc(C(=O)Nc3ccc(S(=O)(=O)NCC4CCCO4)cc3)c(=O)oc12 (configuration not stated) | 0.8 | 14 | 8 | 9 | -2 | 2 | 2 | -1 | 22
26 | Cc1cc(N2CCCC2=O)ccc1S(=O)(=O)Nc1c(C)nn(C)c1C | -0.7 | -23 | -5 | 2 | -3 | -4 | 0 | 11 | 35
27 | CCN1C(=O)/C(=C\N2CCN(C)CC2)SC1=S | -1.3 | 25 | -16 | 0 | 1 | 25 | -4 | 11 | -12
28 | O=C(NCc1cc(C(F)(F)F)cc(C(F)(F)F)c1)C12CN(Cc3ccccc3)CC1C(c1cccc([N+](=O)[O-])c1)=NO2 (configuration not stated) | -0.7 | -14 | 13 | -2 | -1 | 17 | 3 | 7 | 9
29 | O=C(NCCF)[C@H]1C[C@@H]1[C@H](NP(=O)(c1ccccc1)c1ccccc1)c1ccccc1 | -1.8 | 12 | -6 | 24 | -1 | 17 | -3 | 4 | -3
30 | COc1ccc(NC(=O)c2ccc3nc(C)sc3c2)cc1 | -2.4 | -43 | 27 | -31 | -4 | -28 | 4 | 8 | 5

Ordered by number of heavy atoms (ascending): some entries from above
entry | Compound | CHOP UPR activ | 697 NFkB inh | EBI2 antag | Jurkat NFkB inh | XBP1 UPR activ | Mdm2 MdmX PPI | CXCR6 inh | CCR6 antag | Gli-Sufu antag
1 | CCC1(C)SC(N)=NN1C(C)=O (configuration not stated) | 3.0 | 0 | 0 | 0 | 2 | 8 | 6 | 9 | -2
3 | COC(=O)c1cc(OC)c(OC)cc1NC(=O)c1cc(OC)cc(OC)c1 | 0.2 | 12 | 10 | -10 | 0 | 32 | 1 | 14 | 12
22 | CCOC(=O)c1c(-c2cccc(C)c2)csc1NC(=O)C1CC=CCC1C(=O)O (configuration not stated) | -1.1 | 1 | -1 | -9 | 0 | 3 | 3 | 3 | 7

Continued:
entry | Compound | CHOP UPR activ | 697 NFkB inh | EBI2 antag | Jurkat NFkB inh | XBP1 UPR activ | Mdm2 MdmX PPI | CXCR6 inh | CCR6 antag | Gli-Sufu antag
31 | CCN(CCO)c1ncnc2c1sc1nc(CC(C)C)c3c(c12)CC(C)(C)OC3 | 0.7 | -8 | 15 | -9 | 12 | 20 | -5 | 18 | 8
32 | COc1ccccc1CCC(=O)OCC(=O)Nc1ccc(C)c(S(=O)(=O)N2CCCCC2)c1 | 0.4 | 11 | -6 | 17 | -1 | 26 | 8 | 16 | 4
33 | Nc1nnc(/C=C/c2ccccc2)s1 | 3.8 | -19 | -1 | -8 | 2 | 15 | -2 | -11 | -52
34 | O=C(Nc1nnc(SCc2cccc(F)c2)s1)c1ccco1 | -0.1 | 10 | -4 | -7 | -2 | -13 | -1 | -10 | -5
35 | O=c1[nH]c(CN2CCOCC2)nc2scc(-c3ccccc3)c12 | 2.2 | -14 | -9 | -21 | -3 | -3 | -8 | 6 | -1
36 | CC(=O)Nc1cc([N+](=O)[O-])ccc1N1CCOCC1 | 1.2 | 3 | -6 | 11 | -1 | 7 | -7 | 4 | -4
37 | O=C(COC(=O)c1ccc2c(c1)OCCO2)Nc1ccc(F)cc1F | 1.7 | 4 | -9 | 7 | 3 | 12 | -4 | -9 | 8
38 | NC(=O)c1ccc(-c2nnc(Nc3ccc(S(N)(=O)=O)cc3)c3ccccc23)cc1 | 0.4 | 10 | -7 | -11 | -5 | -12 | 6 | 1 | -32
39 | Cn1c(N2CCOCC2)c(C#N)c2ccccc21 | 0.2 | 6 | 6 | 11 | -1 | 17 | 0 | -5 | -1
40 | COc1ccc(CCNC(=O)CSc2n[nH]c(N)n2)cc1OC | 1.4 | 10 | 1 | 1 | 0 | 19 | -6 | 10 | 3
41 | CC(C)OCCCNC(=O)c1ccc(C2SCC(=O)N2Cc2ccco2)cc1 (configuration not stated) | 0.6 | 13 | -6 | 1 | -3 | 8 | -4 | -1 | 4
42 | CC(C)[C@H](NC(=O)C1CCN(S(=O)(=O)c2ccc(F)cc2)CC1)C(=O)N1CCCCCC1 | -0.3 | -1 | -9 | 0 | -3 | 19 | 5 | 7 | -4
43 | Cc1noc(/C=C/N(C)C)c1S(=O)(=O)N1CCCC(C(=O)NCc2ccccc2Cl)C1 (configuration not stated) | 1.8 | 8 | 7 | 7 | 0 | 7 | 10 | 2 | 4
44 | CCOC(=O)c1c(C)[nH]c(C(=O)CSc2nc(C)cc(C)n2)c1C | -2.0 | -3 | 8 | -13 | 5 | -6 | -3 | 8 | 8
45 | Nn1c(SCc2ccccc2)nc2ccccc21 | 6.0 | -70 | -7 | -72 | -2 | -82 | -2 | 3 | -108
46 | CN(C)c1ccc(Nc2ncnc3ccc(Br)cc23)cc1 | -0.5 | -33 | 1 | 12 | -4 | 78* | -4 | -2 | -20
47 | CCCCN1C(=O)C(O)(CC(=O)c2ccco2)c2cc(Br)ccc21 (configuration not stated) | 0.3 | 12 | -14 | -9 | 3 | 65* | -6 | 6 | 3
48 | Cc1cc(/C=N/n2cnnc2)c(C)n1-c1cc(Cl)ccc1Cl | -0.2 | 10 | 2 | 17 | 0 | 44 | -16 | 7 | 48
49 | COc1ccc(CN2CCN(C(=O)Cn3c(=O)oc4cc(Cl)ccc43)CC2)c(OC)c1OC | -0.5 | -8 | -6 | 5 | -6 | -8 | -5 | -6 | -22
50 | Cc1cccn2c(=O)c(C=O)c(N3CC(C)OC(C)C3)nc12 (configuration not stated) | -0.1 | 6 | -15 | 4 | 1 | 0 | -8 | -3 | -1
51 | COc1ccc2cc(S(=O)(=O)N3CCCC3)ccc2c1 | -1.9 | 7 | 3 | -4 | -3 | 24 | 6 | 11 | 12
52 | Cc1ccc(CC(C(=O)O)C(C)C(=O)Nc2ccc(F)cc2)cc1 (configuration not stated) | -2.0 | 17 | -19 | -18 | 1 | -12 | 0 | 0 | 6
53 | Cc1ccc(C)c(C(=O)COC(=O)c2ccc(Br)o2)c1 | 4.2 | -20 | -3 | -2 | 2 | -4 | 1 | 21 | nt
54 | COC(=O)C(C)Sc1nc2c(c(=O)n(C)c(=O)n2C)n1Cc1cccc(C)c1 (configuration not stated) | nt | nt | 4 | nt | nt | nt | 5 | -12 | 16
55 | CN(C)S(=O)(=O)c1ccc(C(=O)NNC(=O)c2ccccc2-n2cccc2)cc1 | 0.6 | 17 | -11 | -8 | -1 | 21 | -3 | -1 | -6
56 | CSCc1cc(N(C)C)nc(SCc2ccc(Cl)c(Cl)c2)n1 | -1.0 | -94 | 15 | -34 | 1 | -4 | 6 | 13 | 5
57 | O=C(Oc1ccc2c(c1)OCO2)C12CC3CC(CC(C3)C1)C2 | 0.8 | 22 | 0 | 7 | -3 | 21 | 2 | -1 | 1
58 | Cn1c(=O)[nH]c(N)c(Br)c1=O | nt | nt | 1 | nt | nt | nt | -2 | -7 | 11
59 | COc1ccc(OC)c(CNC(=O)C2CCCN(S(=O)(=O)N3CCC(C)CC3)C2)c1 (configuration not stated) | 0.1 | -15 | 7 | -2 | -3 | 10 | -7 | 17 | 4
60 | COc1ccc2oc(=O)c(N3C(=O)c4ccccc4C3=O)cc2c1 | -0.2 | 18 | 1 | 8 | 0 | 1 | -1 | 10 | 7
61 | O=[N+]([O-])c1ccccc1S(=O)(=O)N1CCN(CC2CC3C=CC2C3)CC1 (configuration not stated) | 2.5 | 1 | -18 | 13 | -2 | 7 | 9 | 7 | 10
